# Vif-A3F inh: qHTS for Inhibitors of Vif-A3F Interactions: qHTS; HeLa A3F-eYFP + Vif (tagged APOBEC3F with the HIV-1 protein that degrades it), YFP fluorescence increase; Potency, µM (top dose mostly 46.1 µM), for inactives: at the highest dose activity, negative = active; AID 602313, 2012; 390,000 tested, 0.2% active; also: potency is read from the fitted curve at half-maximal effect; % of control where 0% means no effect; nearly all actives have a fitted effect of over 65% in size
#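 HeLa cells stably expressing A3F-eYFP plus Vif, plated and incubated overnight at 37 deg C, then exposed to compounds overnight at 37 deg C. Blocked degradation read as raised yellow fluorescence (Ex 488/Em 500-530).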
# PI4K2A block: qHTS for small molecular inhibitors of PI4K2A | AID 1346378, 2018 | activity change, negative = inhibition, % at 76.9 µM | purified PI4K2A, ADP-Glo luminescence, 1 h; hits give low values | 420,000 tested, 0.13% active | Phosphatidylinositol 4-kinase type 2-alpha (Homo sapiens), Q9BTU6; in the data active = activity change below about -50%; inconclusive = mostly about -30% to -49%;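 also: -100% = wells without enzyme as full effect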
#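 PI4K2A activity was measured by ADP-Glo luminescence: enzyme (4 ug/mL stock) and phosphatidylinositol (1.2 mM stock) in Tris pH 7.5/MgCl2/EGTA/Triton X-100 buffer were reacted with ATP (300 microM stock) for one hour at ambient temperature.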
# Glioma ERSR ind: qHTS for Inducers of the Endoplasmic Reticulum Stress Response (ERSR) in Human Glioma: qHTS; U87-MG GRP78 promoter luciferase reporter, 16 h; Potency, µM, for the others: at the highest dose activation, usual class: activators; 420,000 tested, 0.02% active; also: potency is read from the fitted curve at half-maximal effect; series mostly up to about 76 µM; % of control where 0% means no effect; nearly all actives have a fitted effect of over 35% in size
#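 ERSR induction read as luciferase luminescence (Bright-Glo, 10 min at room temperature) in stably transfected human U87-MG glioma cells exposed to compounds for 16 h, using GRP78 as sensor.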
# IDH1 R132H inh: qHTS for Inhibitors of mutant isocitrate dehydrogenase 1 (IDH1): qHTS; AID 602179, 2012; Potency, µM (top dose mostly 76.6 µM), without a hit: at the highest dose activity change, negative = inhibition, actives largely listed as inhibitors; IDH1-R132H enzyme, NADPH consumption, diaphorase/resazurin fluorescence; 390,000 tested, 0.093% active; Isocitrate dehydrogenase [NADP] cytoplasmic (Homo sapiens), O75874; also: potency is read from the fitted curve at half-maximal effect; % is scaled to controls: 0 for no effect and ±100 for the full control effect; nearly all actives have a fitted effect of over 65% in size
#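 IDH1-R132H (0.5 ug/mL dispensed) in pH 7.5 Tris buffer was preincubated 30 min with compound, then given a substrate mix of 0.016 mM NADPH and 2 mM alpha-KG for 80 min at room temperature; remaining NADPH was read by diaphorase/resazurin fluorescence.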
# Vif-A3G inh: qHTS for Inhibitors of Vif-A3G Interactions: qHTS; DNA dC->dU-editing enzyme APOBEC-3G (Homo sapiens), Q9HC16; HeLa A3G-eYFP + Vif (tagged APOBEC3G with the HIV-1 protein that degrades it), YFP fluorescence, overnight; 410,000 tested, 0.076% active; Potency, µM (highest dose often 46.1 µM), for inactives: top-dose activity, negative = active, usual class: inhibitors;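 also: potency is read from the fitted curve at half-maximal effect; % is scaled to controls: 0 for no effect and ±100 for the full control effect; nearly all actives have a fitted effect of over 60% in size; hits raise eYFP signal because A3G escapes Vif-driven loss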
#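 HeLa cells stably expressing Vif and C-terminally eYFP-tagged A3G, seeded overnight at 37 deg C, then exposed to compound by pintool overnight at 37 deg C. Rise in yellow fluorescence (Ex 488/Em 500-530, Acumen) marks blocked Vif-driven A3G degradation.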
# RXFP1 ag: qHTS Assay for Agonists of the Relaxin Receptor RXFP1; HEK293T-RXFP1 cAMP TR-FRET, 30 min; response scale: percent of porcine relaxin response, buffer zero; Potency, µM (highest dose often 57.5 µM), for inactives: top-dose activation, hits mostly activators; 370,000 tested, 0.3% active; AID 2676, 2010; also: potency is read from the fitted curve at half-maximal effect; % is scaled to controls: 0 for no effect and ±100 for the full control effect; nearly all actives have a fitted effect of over 60% in size; many of its hits are not listed in these tables
# Target sequence (Q9HBX9 whole entry, looked up): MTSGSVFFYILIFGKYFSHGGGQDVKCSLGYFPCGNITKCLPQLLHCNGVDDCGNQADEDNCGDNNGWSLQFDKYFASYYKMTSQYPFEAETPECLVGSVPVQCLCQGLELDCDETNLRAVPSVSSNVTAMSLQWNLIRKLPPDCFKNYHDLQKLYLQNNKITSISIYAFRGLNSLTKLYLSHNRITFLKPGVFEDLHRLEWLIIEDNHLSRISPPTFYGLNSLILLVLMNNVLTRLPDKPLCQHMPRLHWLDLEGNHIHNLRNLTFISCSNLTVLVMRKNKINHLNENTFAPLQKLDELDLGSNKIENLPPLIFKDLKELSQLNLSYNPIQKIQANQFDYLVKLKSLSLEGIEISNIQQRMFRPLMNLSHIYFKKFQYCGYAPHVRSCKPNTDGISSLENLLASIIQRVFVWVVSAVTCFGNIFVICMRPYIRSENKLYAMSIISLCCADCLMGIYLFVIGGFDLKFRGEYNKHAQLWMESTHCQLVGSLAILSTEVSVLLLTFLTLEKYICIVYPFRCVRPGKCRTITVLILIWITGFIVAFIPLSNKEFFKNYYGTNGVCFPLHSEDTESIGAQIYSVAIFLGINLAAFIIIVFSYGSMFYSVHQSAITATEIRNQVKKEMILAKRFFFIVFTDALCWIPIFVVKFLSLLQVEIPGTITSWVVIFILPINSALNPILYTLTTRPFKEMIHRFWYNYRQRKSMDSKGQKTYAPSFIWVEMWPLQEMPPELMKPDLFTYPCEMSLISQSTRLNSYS
#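 cAMP rise read by TR-FRET after 30 min, 37C compound exposure (up to 58 uM) in RXFP1-transfected HEK293 cells with Ro 20174 present. EC50 from Hill-equation fits, with 29 nM porcine relaxin as 100% and buffer as basal.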
# LDHA block: qHTS assay for inhibitors of human lactate dehydrogenase; L-lactate dehydrogenase A chain (Homo sapiens), P00338; purified LDHA, NADH/diaphorase-resazurin fluorescence; hits give low values; activity change, % (values are at about 110 or 230 µM); 480,000 tested, 0.15% active; AID 1347041, 2019; in the data active = activity change below about -30%; inconclusive = mostly about -25% to -30%;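 also: plate controls were DMSO wells for no effect and wells without enzyme for full effect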
#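 Remaining NADH was detected by diaphorase (0.133 mg/mL) converting 37 µM resazurin to fluorescent resorufin, read at 0 and 20 minutes. The preceding 5-minute room-temperature reaction used 2 nM LDHA, 0.2 mM sodium pyruvate and 0.06 mM NADH at pH 7.4.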
# USP1-UAF1 inh: Inhibitors of USP1/UAF1: Primary Screen | recombinant USP1/UAF1, Ub-Rhodamine cleavage fluorescence | AID 743255, 2014 | Potency, µM (top dose mostly 57.1 µM), inactives show at the highest dose activity change, negative = inhibition, most hits filed as inhibitors | 390,000 tested, 0.23% active | Ubiquitin carboxyl-terminal hydrolase 1 (Homo sapiens), O94782; also: potency is read from the fitted curve at half-maximal effect; % is scaled to controls: 0 for no effect and ±100 for the full control effect; nearly all actives have a fitted effect of over 60% in size; inactives centre near -12
#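 USP1/UAF1 complex (1 nM) preincubated 15 min at room temperature with compound, then Ub-Rho substrate (150 nM final) added. Kinetic fluorescence at 480/540 nm over 6 reads at 60 s intervals; 50 mM HEPES pH 7.8, 0.5 mM EDTA, 0.1 mg/ml BSA, 1 mM TCEP, 0.01% Tween-20.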
# TrxR1 substrate: qHTS Assay for Substrates of Mammalian Selenoprotein Thioredoxin Reductase 1 (TrxR1): qHTS. Thioredoxin reductase 1, cytoplasmic (Rattus norvegicus), O89049. purified TrxR1 substrate turnover, NADPH consumption readout. Potency, µM (titrated, usually from 114 µM), for inactives: top-dose activity change, negative = substrate turnover. 390,000 tested, 0.01% active. AID 588456, 2011; also: potency is read from the fitted curve at half-maximal effect; % is scaled to controls: 0 for no effect and ±100 for the full control effect; nearly all actives have a fitted effect of over 50% in size
#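 Rat TrxR1, dispensed at 90 nM, was prereduced with 400 uM NADPH (final) for 5 min at ~22 deg C, then incubated with compound 15 min before 400 uM selenite. A first-read NADPH fluorescence drop versus no-compound background flagged substrates.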
# * marks the source's active call; other numbers are inactive results; ? = inconclusive; nt = not tested or not shown; & = joins results of further samples; [ ] = dose if it differs, or a comment. Unless noted, calls follow the shape of the dose curve; as a rule, active = well fitted curve in the direction sought with a large enough effect; inconclusive = small, poorly fitted or top-dose-only effect, or another doubt; inactive = no such curve, though single readings can be large; an effect the other way counts as inactive or inconclusive. A portion of the library; rates above refer to the full screens.
SMILES,Vif-A3F inh,PI4K2A block,Glioma ERSR ind,IDH1 R132H inh,Vif-A3G inh,RXFP1 ag,LDHA block,USP1-UAF1 inh,TrxR1 substrate
O=C1OCCN1C(=O)[C@H]1[C@H](c2ccc([N+](=O)[O-])cc2)C(c2cccc(Cl)c2)=NN1c1ccccc1,-3%,-1,-6%&-2%,0%,2%,0.1%,-4,-25%,9%[57.1 µM]
CC(C)n1ncc2c(C(=O)N3CCN(c4ccc(F)cc4)CC3)cc(-c3ccccc3)nc21,2%,-7,2%,-11%,3%,0.7%,-2,-12%,0%
COc1cccc(-c2nn(-c3ccccc3)cc2CN(C)Cc2c(C)nc3ccccn23)c1,-3%,2,6%,5%,4%,-1.6%,1,-24%,12%
CCOP(=O)(c1ccc(N(C)C)cc1)C(O)c1ccc(Cl)cc1 (configuration not stated),-6%,5,1%,4%,0%,0.4%,-13,-2%,9%
Cn1nccc1C(=O)NC1CCCc2c1cnn2-c1ccc(F)cc1F (configuration not stated),11%,-1,-1%,-6%,-1%,2.5%,-7,-17%,7%[57.1 µM]
CCCCN(C(=O)COC(=O)COc1c(C)cc(C)cc1C)c1c(N)n(CCC)c(=O)[nH]c1=O,-25%,0,-5%,4%,0%,-0.4%,-3,-18%,5%
Nc1cccc(Oc2c(F)c(F)c(Oc3cccc(N)c3)c(F)c2F)c1,-7%,-1,-3%,19%,0%,-1.0%,-5,-16%,1%[57.1 µM]
O=c1[nH]cc(S(=O)(=O)c2ccccc2)[nH]1,5%,-18,0%,20%,1%,1.0%,-7,2%,5%[57.1 µM]
CCCCNC(=O)COC(=O)c1cc(F)c(F)cc1Cl,6%,0,-2%,-2%,1%,-2.3%,-6,-4%,3%
CS(=O)(=O)c1ncc(CO)n1Cc1ccccc1,8%,-10,-1%,2%,1%,-3.3%,-10,-16%,0%
O=C(C[C@H]1C/C=C\C[C@H](Cc2ccc(F)cc2)C(=O)OCCNC1=O)NCCO,-4%,-3,-4%,4%,7%,nt,-8,-22%,10%[57.1 µM]
Cc1ccccc1N1CC(c2nnc(NC(=O)c3ccco3)s2)CC1=O (configuration not stated),3%,-1,-2%,1%,-9%,-1.9%,-9,-13%,-7%
O=C(CSc1nnc(-c2ccc(O)cc2)o1)NNC(=O)c1ccncc1,-1%,3,-5%,3%,0%,-0.7%,-8,4%,-3%
C[C@H](CO)N1C[C@H](C)[C@@H](CN(C)S(C)(=O)=O)Oc2c(NC(=O)Nc3ccc4c(c3)OCO4)cccc2C1=O,5%,-6,0%,5%,-1%,nt,10,-7%,3%
O=C(O)Cn1c(SCCOc2ccc(Cl)cc2)nc2ccccc21,14%,-4,-3%,0%,-1%,2.2%,-9,-15%,4%[57.1 µM]
Cc1cc(=O)c2c(N(C)C)cccc2[nH]1,0%,6,-6%,17%,-3%,nt,7,?,nt
CCOc1ccc(S(=O)(=O)NCc2csc(C)n2)cc1,6%,6,-4%,6%,2%,-0.1%,-5,-15%,5%
COc1ccccc1C(=O)n1nc(-c2ccco2)nc1SC,-11%,22,-1%,16%,-3%,0.7%,-2,-24%,1%
O=C(C1CCCN(Cc2ccc([N+](=O)[O-])cc2)C1)N1CCCCC1 (configuration not stated),-5%,-4,-6%,3%,3%,-2.0%,-9,-13%,1%
O=C1N(C2CCCC2)C[C@@H]2C[C@@H](c3cccn3-c3nccs3)N3CCC[C@@]123,4%,-3,-3%,-4%,1%,-0.8%,-1,-10%,8%[57.1 µM]
Cc1noc(NS(=O)(=O)c2ccc(N/C=C/C(=O)c3ccc(F)cc3)cc2)c1C,1%,-7,2%,-3%,-5%,14%,-14,-14%,-14%
COc1ccc(NC(=O)CN(c2ccc([N+](=O)[O-])cc2)S(=O)(=O)c2ccccc2)c(OC)c1,4%,-2,-3%,2%,0%,2.7%,-2,-4%,-7%
OC1(c2ccccc2)Cc2cccc[n+]2C1c1ccccc1 (configuration not stated),4%,8,-3%,4%,0%,-3.1%,-3,-5%,4%
COc1ccccc1NC(=O)c1cc(-c2ccc(C)o2)nc2ccccc12,-3%,-4,5%,-3%,-2%,7.1%,-13,-5%,-1%[57.1 µM]
COc1cccc(/C=C/C(=O)OCC(=O)NC(=O)NC2CCCCC2)c1,-12%,4,0%,-5%,-1%,0.0%,-2,-4%,14%
CCC(C)NC(=O)CSc1nc2cc3c(cc2c(=O)n1CCCCCC(=O)NCc1ccc2c(c1)OCO2)OCO3 (configuration not stated),0%,5,-3%,-8%,-17%,2.8%,0,-7%,0%[57.1 µM]
COc1ccc(N2CCN(C(=O)CCCn3c(=S)[nH]c4cc5c(cc4c3=O)OCO5)CC2)cc1,2%,-7,-2%,4%,-1%,-0.4%,0,-20%,2%
COc1ccccc1CNC(=O)C1CCCN(S(=O)(=O)c2cccc3cccnc23)C1 (configuration not stated),2%,-2,-7%,-2%,1%,0.1%,-11,0%,5%
Cc1nn(-c2cccc(Cl)c2)c2nc(-c3ccco3)cc(C(=O)O)c12,-10%,-2,-2%,0%,-1%,2.4%,-2,-25%,51%[activator]
CSc1ccc(C(C(C(=O)c2cccs2)N2CCOCC2)N2CCOCC2)cc1 (configuration not stated),0%,8,-7%,4%,-4%,1.4%,-2,-22%,5%[57.1 µM]
N#Cc1ccc(NC(=O)COC(=O)CNC(=O)C2CCCCC2)cc1,-6%,-1,-5%,1%,-2%,0.7%,-7,-9%,2%
O=C(COC(=O)c1c(F)cccc1Cl)NCC1CCCCC1,7%,-5,2%,7%,0%,nt,0,?,-3%[57.1 µM]
O=C(NCc1ccccc1)C1CCN(C(=O)Cc2ccccc2)CC1,8%,1,0%,4%,-3%,0.2%,-1,1%,7%[57.1 µM]
CN(CCC#N)C(=O)c1cc2c(s1)-c1ccccc1SC2,3%,4,2%,7%,-4%,5.2%,-7,-3%,25%[57.1 µM]
COc1ccc(NS(=O)(=O)c2cc(NC(=O)Cc3c(F)cccc3Cl)ccc2OC)cc1,9%,-2,-4%,-4%,1%,1.2%,-1,-11%,-11%
NS(=O)(=O)c1ccc(CNC(=O)c2cc(=O)[nH]c3ccccc23)cc1,0%,1,-5%,-4%,0%,1.7%,-7,-21%,18%
CCCCC(=O)Nc1ccc(C(=O)NNC(=S)NC(=O)c2cccs2)cc1,2%,-8,-5%,4%,-1%,-0.3%,-7,-6%,8%[57.1 µM]
N#Cc1ccc(NC(=S)NCCN2CCOCC2)cc1,?,-3,0%,-15%,4%,-1.3%,-4,-9%,-4%
CCOc1ccc(N(CC(=O)N2CC=C(c3ccccc3)CC2)S(=O)(=O)c2c(C)noc2C)cc1,4%,-8,-4%,0%,5%,1.3%,0,?,4%
N#Cc1c(NC(=O)c2cc(-n3cnnc3)ccc2Cl)sc2c1CCCC2,0%,4,-2%,3%,-2%,1.6%,0,-12%,10%[57.1 µM]
COc1ccnc(Oc2ccc(F)cc2)c1C(=O)N/C=N/OCc1ccc(Cl)cc1Cl,-1%,-3,2%,-2%,-2%,2.2%,0,-13%,-1%
Cc1ccc(-n2c(=O)c3c(cnn3C)n(Cc3ccccc3F)c2=O)cc1,1%,0,-2%,0%,0%,0.7%,-10,1%,-2%
CCS(=O)(=O)N1CCC(n2c(C)nc3cccnc32)CC1,3%,-1,-4%,18%,5%,7.0%,-12,-11%,2%[57.1 µM]
CCOC(=O)C1(C)CCCN(C(=O)c2cc(OC)c(OC)c(OC)c2)C1 (configuration not stated),nt,-2,-3%,nt,1%,nt,-2,nt,nt

# Pulled by compound from the list above:
SMILES,Vif-A3F inh,PI4K2A block,Glioma ERSR ind,IDH1 R132H inh,Vif-A3G inh,RXFP1 ag,LDHA block,USP1-UAF1 inh,TrxR1 substrate
O=C(COC(=O)c1c(F)cccc1Cl)NCC1CCCCC1,7%,-5,2%,7%,0%,nt,0,?,-3%[57.1 µM]
NS(=O)(=O)c1ccc(CNC(=O)c2cc(=O)[nH]c3ccccc23)cc1,0%,1,-5%,-4%,0%,1.7%,-7,-21%,18%
O=C(NCc1ccccc1)C1CCN(C(=O)Cc2ccccc2)CC1,8%,1,0%,4%,-3%,0.2%,-1,1%,7%[57.1 µM]

# Source: PubChem BioAssay
